# From PubChem BioAssay
# TNAP activation fold: human TNAP enzyme activators, primary screen, biochemical, luminescent, no phosphate acceptor, uHTS (AID 1001); purified TNAP, luminescent activation assay, no phosphate acceptor; higher activation fold means a stronger effect; activation fold at 20 µM; hits with a dose series show EC50 in µM; 200,000 compounds, 0.03% hits; in the data active = activation fold from about 3, or a potency from the dose series; inactive = the rest, 99 in 100 with activation fold below about 1.6; note: many of its hits are not listed in these tables
# SV40 large T antigen: TAg ATPase/helicase activity blockers – biochemical (AID 1903). 310,000 compounds, 0.39% hits. SV40 large T antigen ATPase/helicase inhibition assay; higher % means a stronger effect. inhibition, % at 20 µM; hits with a dose series show IC50 in µM; in the data active = a potency from the dose series; inconclusive = inhibition mostly from about 32% at the one dose, without a potency; inactive = the rest, 99 in 100 with inhibition below about 32%; note: strong numbers were not always called active
# Insulin prom up: MIN6 insulin promoter up-regulation | MIN6 insulin promoter-GFP reporter, high-content imaging; hits give high values | z-score at 5 µM | 190,000 compounds, 0.3% hits | AID 1625;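 active = z-score above 3 at 5 µM with at least 500 cells counted in the well; inconclusive = wells under 500 cells, flagged as cytotoxic or low count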
# PMI inhibitors: MPI enzyme activity inhibition – biochemical, fluorescence intensity, coupled assay, primary screen (AID 1209); 190,000 compounds, 0.42% hits; purified PMI enzyme, coupled fluorescence intensity; higher % means a stronger effect; inhibition, % at 20 µM; hits with a dose series show IC50 in µM;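 note: plate controls were DMSO vehicle for no effect and wells lacking substrate for full effect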
# PMI inhibition: human PMI inhibitors, high substrate, primary screen, biochemical, fluorescence intensity, high mannose 6-phosphate (AID 1220) | recombinant PMI enzyme, coupled fluorescence intensity; higher % means a stronger effect | one-dose inhibition, % at 20 µM; IC50 in µM for titrated hits | 190,000 compounds, 0.66% hits
# West Nile virus CPE: West Nile virus antiviral activity, cell-based, CPE readout (AID 1621); West Nile virus-infected cells, CPE inhibition; higher % means a stronger effect; one-dose CPE inhibition, % at 10 µM; IC50 in µM for titrated hits; 290,000 compounds, 0.02% hits; in the data active = a potency from the dose series; inconclusive = CPE inhibition mostly from about 3.7% at the one dose, without a potency; inactive = the rest, 99 in 100 with CPE inhibition below about 2.2%; note: strong numbers were not always called active
# RSV CPE inhibition: RSV antiviral activity via CPE protection, HEp-2 cells, primary 10 µM value included (AID 2391); CPE inhibition, % at 10 µM; hits with a dose series show IC50 in µM; 310,000 compounds, 0.13% hits; HEp-2 cells, RSV-induced CPE inhibition; higher % means a stronger effect; in the data active = a potency from the dose series; inconclusive = CPE inhibition mostly from about 23% at the one dose, without a potency; inactive = the rest, 99 in 100 with CPE inhibition below about 21%; note: strong numbers were not always called active
# CSM14.1 death rescue: rescue of cells from ER stress-induced death, primary screen, 384-well, CSM14.1, thapsigargin, ATP luminescence (AID 1222) | CSM14.1 thapsigargin-induced death rescue, ATP luminescence; higher % means a stronger effect | one-dose cellular ATP content (survival), % at 20 µM; EC50 in µM for titrated hits | 190,000 tested, under 10 active;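 active = EC50 below 50 µM in the dose-response confirmation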;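 note: death triggered by thapsigargin at about 15 µM added after 2 h compound pretreatment; cell ATP read after overnight thapsigargin exposure of roughly 18 to 22 hours; normalized against plate controls of thapsigargin alone and 5% DMSO vehicle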
# Salmonella PhoP GFP: inhibitors of PhoP regulon expression, primary screen, Salmonella Typhimurium, GFP reporter (AID 1863); S. Typhimurium PhoP-regulated promoter GFP reporter, 4 h; higher % means a stronger effect; inhibition, % at 50 µM; hits with a dose series show IC50 in µM; 300,000 compounds, 0.16% hits;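 active = inhibition over 29.93%, a cutoff 3 SD above the screen mean, later confirmed by dose response; inconclusive = inhibition over 29.93% but no dose response follow-up; inactive = inhibition at most 29.93% or unconfirmed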;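 note: 0% = low Mg2+ inducing control and 100% = high Mg2+ repressing control; strong numbers were not always called active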
# Insulin prom up cell count: further read-out of Insulin prom up, marked with its call; cell count; measured here: cytotoxicity, nuclei count;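 total cells summed across four imaged fields per well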
# * marks the source's active call; other numbers are inactive results; ? = inconclusive; . = no result given. Cut-off read from the data, not from the text of the source, unless noted: active = inhibition above about 50%; inactive = the rest.
SMILES,TNAP activation fold,SV40 large T antigen,Insulin prom up,Insulin prom up cell count,PMI inhibitors,PMI inhibition,West Nile virus CPE,RSV CPE inhibition,CSM14.1 death rescue,Salmonella PhoP GFP
CS(=O)(=O)c1ccc(Cl)c(C(=O)O)c1,1.1,10.8%,-0.21,761,-2.4%,-8.0%,0.5%,2.4%,-1.5%,-3.6%
CN1CCN(S(=O)(=O)c2ccc(NC(=S)NC(=O)C(C)(C)C)cc2)CC1,1,4.8%,-0.45,1380,2.4%,4.8%,-0.8%,-1.7%,0.0%,0.9%
COc1ccccc1NC(=S)N(Cc1cccnc1)Cc1ccco1,1.1,2.8%,-0.85,1339,-16.2%,-18.3%,0.0%,2.3%,.,-2.3%
CCN(CC)c1ccc2cc(S(=O)(=O)c3ccc(Cl)cc3)c(=O)oc2c1,1,0.6%,6.96*,1190*,-0.8%,1.8%,-0.5%,2.0%,-2.1%,-48.5%
Cc1cc(C(=O)NNS(=O)(=O)c2ccccc2C(F)(F)F)nn1C(C)(C)C,.,2.8%,-0.04,1391,.,.,0.0%,.,.,1.8%
O=C(c1cccnc1)N1C2CCC1CC(O)(c1ccc(F)cc1)C2 (centres undefined),1.1,18.4%,0.47,1478,-6.0%,9.9%,-0.5%,0.0%,-2.6%,-5.5%
CC(C)=CC(=O)Nc1ccc(OCc2ccccc2)cc1,1.1,7.0%,0.2,1438,3.2%,7.2%,-0.5%,1.2%,0.0%,-10.3%
COc1ccc(S(=O)(=O)NCCOc2ccccc2)cc1-n1cnnn1,1,7.4%,0.09,1486,7.3%,7.4%,-0.2%,0.7%,-0.7%,-12.4%
Cc1noc(/C=C/N(C)C)c1S(=O)(=O)N1CCCC(C(=O)NCc2ccc(Cl)cc2)C1 (centres undefined),1.1,11.2%,-0.41,1194,2.8%,-0.4%,0.6%,0.3%,-2.2%,-11.6%
COc1ccc(CCNC(=O)c2cc(C)oc2C)cc1,.,3.4%,.,.,.,.,0.5%,1.2%,.,-0.9%
COc1ccc(S(=O)(=O)NCC2CC3C=CC2C3)cc1OC (centres undefined),.,7.0%,.,.,.,.,-0.5%,5.0%,.,-5.2%
O=C(OC1CCS(=O)(=O)c2sccc21)c1ccccc1 (centres undefined),1,1.6%,1.11,1330,9.2%,12.6%,0.0%,1.9%,0.1%,-3.0%
COc1cc(/C=N/NC(=O)c2cnn3c(C)cc(-c4ccccc4)nc23)ccc1O,1,18.4%,-0.27,1150,-2.9%,6.1%,0.5%,2.3%,-1.9%,1.3%
Cc1ccc(C2NC(=O)c3sc(=S)n(-c4ccccc4)c3N2)cc1 (centres undefined),1.1,-13.5%,0.77,1399,-33.3%,-24.8%,0.9%,-0.4%,-0.9%,3.3%
O=C(O)c1ccc2c(c1)N(Cc1ccccc1)C(=O)c1ccccc1S2=O (centres undefined),1.1,-3.1%,-0.51,2080,1.5%,2.0%,0.0%,1.0%,.,0.4%
COCCN(C(=O)CSc1nncn1-c1ccccc1)c1c(N)n(Cc2ccccc2)c(=O)[nH]c1=O,1,15.9%,0.61,1323,5.3%,10.4%,-0.1%,2.1%,-1.9%,-12.6%
Cc1cc(S(=O)(=O)NCc2ccccc2)ccc1OCC(=O)NCc1ccccn1,.,-0.7%,.,.,.,.,-0.5%,2.2%,.,4.4%
Cc1ccc(-n2nc(C)c3c2OC(N)=C(C#N)C3c2ccco2)cc1 (centres undefined),1.1,7.9%,.,.,9.1%,-17.1%,0.0%,1.8%,0.5%,4.1%
Cc1ccc(N(C)S(=O)(=O)c2csc(C(N)=O)c2)cc1C,.,4.6%,.,.,.,.,0.3%,0.4%,.,-3.6%
Cc1sc(NC(=O)c2cc(-c3ccc(Cl)cc3)nc3ccccc23)c(C(N)=O)c1C,1.1,8.2%,0.46,1440,24.5%,1.8%,0.3%,7.8%,-0.8%,18.6%
Cc1ccc(NC(=O)C(=O)NCc2ccc(/C=N/NC(=O)c3c(C)nc4ccccn34)o2)cc1,1.3,22.5%,-0.2,1396,4.9%,-2.0%,-0.4%,2.9%,-1.6%,-0.9%
COc1ccccc1C(=O)Nc1ccc(S(=O)(=O)N2CCOCC2)cc1,1.1,14.0%,0.44,1345,13.8%,16.0%,0.1%,2.4%,.,-2.5%
O=C(NCc1nnc2c(C(F)(F)F)cc(Cl)cn12)c1cccnc1,.,10.0%,.,.,.,.,-0.6%,2.0%,.,2.8%
Cc1ccc(Nc2n[nH]c(C)c2[N+](=O)[O-])cc1C,0.9,4.6%,-0.73,1317,3.7%,-7.0%,-0.8%,2.3%,-1.0%,2.6%
COc1ccc(C(=O)N2CCN(S(=O)(=O)c3ccccc3)CC2)c(OC)c1,1.1,-0.6%,0.01,1355,4.4%,1.6%,0.3%,0.9%,0.3%,2.3%
COc1ccc(-n2nnnc2SCC(=O)c2cc3ccccc3o2)cc1,1,4.1%,-0.38,1115,-2.5%,3.1%,-0.5%,8.7%,2.7%,-18.2%
CC1(C)CN2C(=O)c3ccccc3C2(C)S1 (centres undefined),1,6.9%,-0.34,1319,-5.0%,-0.6%,0.2%,1.4%,-0.8%,0.2%
COc1cccc(-c2ccc(NC(=O)C3CCCN(Cc4cnc(C)n4C)C3)cc2)c1 (centres undefined),.,12.9%,.,.,.,.,-1.3%,4.9%,.,0.4%
COc1ccc(CNC(=O)C(NS(=O)(=O)c2ccc3c(c2)CCCN3C(C)=O)C(C)C)cc1 (centres undefined),1.1,9.4%,0.29,1331,0.5%,-4.1%,-0.8%,-1.4%,0.4%,14.4%
CC(C)CCOP(=O)(c1ccc(N(C)C)cc1)C(O)c1ccccc1 (centres undefined),.,7.8%,.,.,.,.,-1.0%,0.9%,.,-2.1%
O=C(CSc1nc2ccccc2n1Cc1ccccc1)N/N=C/c1ccccc1C(=O)O,.,22.3%,0,1085,.,.,0.2%,2.7%,.,-3.4%
Cc1cccc(-n2nc(C)c3c(C(=O)O)cc(-c4cccs4)nc32)c1,1.2,1.8%,1.78,1614,3.1%,1.5%,1.4%,7.1%,-0.5%,-3.4%
O=C(Nc1ccccc1-c1nc2ccccc2[nH]c1=O)c1cccs1,.,17.8%,.,.,.,.,-0.2%,5.5%,.,-0.4%
CCCCC(=O)Nc1ccc(C(=O)Nc2ccc(S(=O)(=O)N3CCCC3)cc2)cc1,1.1,1.0%,.,.,9.1%,8.0%,-0.4%,1.3%,.,-3.5%
Cc1onc(-c2ccccc2)c1C(=O)NCc1cccc(Cl)c1,.,0.4%,.,.,.,.,-0.8%,0.8%,.,5.4%
O=C(CCC1CCCCC1)Nc1c2c(nn1-c1ccc(F)cc1)CS(=O)C2 (centres undefined),1.1,24.2%,1.19,747,6.0%,0.6%,-0.3%,1.9%,-1.4%,-8.3%
CN(C)/N=C/c1ccc(Sc2ccc([N+](=O)[O-])cc2[N+](=O)[O-])o1,1,9.1%,-0.55,1260,26.5%,16.7%,-0.3%,0.2%,-0.4%,7.4%
CCOCCCn1c(C)nc2c(c1=O)c1nc3ccccc3nc1n2CCC1=CCCCC1,1.1,13.9%,-1.25,1185,-8.6%,12.9%,-0.1%,6.2%,-0.9%,3.6%
O=C1c2ccccc2C(=O)N1Cc1nc(-c2ccccn2)no1,1.1,4.9%,0.55,1119,3.0%,-9.5%,0.5%,2.1%,-2.2%,44.1%
CCN(CC)S(=O)(=O)c1cccc(C(=O)NCC2CCCCC2)c1,.,22.4%,.,.,.,.,-1.3%,4.2%,.,0.5%
COc1ccc(CN(Cc2ccc(C(=O)O)cc2)C(=S)Nc2ccc(C)cc2)cc1OC,1,2.3%,0.43,1265,16.7%,5.7%,0.4%,3.8%,-15.7%,-7.4%
O=C(CCCN1C(=O)/C(=C\c2ccco2)SC1=S)Nc1ccc(O)cc1C(=O)O,.,83.1%,.,.,.,.,1.4%,1.7%,.,1.5%
O=C(NC1CCCC1)C1CCCN1C(=O)Nc1ccccc1 (centres undefined),1.1,4.2%,0.59,1078,-0.8%,4.3%,0.3%,1.2%,-3.0%,-7.0%
O=c1c2nnn(-c3ccc(Br)cc3)c2ncn1Cc1ccccn1,1.2,6.2%,-0.11,1243,-7.6%,-4.5%,-0.5%,0.5%,.,-0.6%
COc1ccc(NC(=O)C2CC2)cc1-n1cnnn1,1.1,7.2%,0.06,1214,4.1%,0.9%,0.3%,2.5%,-1.0%,5.8%
CCNC(=O)COc1ccc(/C=N/NC(=O)c2cccnc2)cc1OC,1.1,0.5%,1.02,1683,-0.2%,7.0%,0.0%,4.7%,1.6%,-1.3%
Cc1n(Cc2ccccc2)c2ccccc2[n+]1Cc1ccccc1,.,9.4%,.,.,.,.,?,9.9%,.,-4.8%
CCOc1ccccc1NC(=O)COC(=O)CC(NC(N)=O)c1ccc(Cl)cc1 (centres undefined),1.1,-1.3%,.,.,0.9%,3.8%,-0.1%,2.8%,-0.6%,-4.3%
COc1cc(O)c2c(c1)COC2=O,1,18.5%,0.14,1260,12.9%,17.1%,0.5%,2.0%,1.2%,-11.5%
Cc1cc(C(C#N)c2cccc(Cl)c2)n2ncnc2n1 (centres undefined),1,16.7%,-0.08,1562,4.2%,0.9%,.,0.4%,-0.1%,17.5%
COc1ccc(CN2CCn3ncc(C(=O)Nc4cc(C)cc(C)c4)c3C2=O)cc1,1.1,0.1%,-0.41,1075,14.1%,12.4%,0.0%,0.5%,-2.2%,-5.2%
O=C(NCc1ccccc1)c1nc2ccccc2s1,1.1,13.8%,-0.22,1178,-3.6%,-3.2%,0.0%,1.5%,.,-1.5%
CC(C)C[C@H](NC(=O)C1CC(=O)N(c2ccc3c(c2)OCO3)C1)C(=O)NCc1ccco1 (some centres undefined),.,1.5%,.,.,.,.,-0.4%,1.0%,.,-2.6%
Cc1ccc(OCc2n[nH]c(=S)n2-c2ccccc2)cc1,1.2,6.8%,0.05,1228,-4.9%,-4.5%,0.0%,1.3%,.,-7.6%

# Fetched by structure from above (4):
SMILES,TNAP activation fold,SV40 large T antigen,Insulin prom up,Insulin prom up cell count,PMI inhibitors,PMI inhibition,West Nile virus CPE,RSV CPE inhibition,CSM14.1 death rescue,Salmonella PhoP GFP
O=C(CCCN1C(=O)/C(=C\c2ccco2)SC1=S)Nc1ccc(O)cc1C(=O)O,.,83.1%,.,.,.,.,1.4%,1.7%,.,1.5%
CC(C)C[C@H](NC(=O)C1CC(=O)N(c2ccc3c(c2)OCO3)C1)C(=O)NCc1ccco1 (some centres undefined),.,1.5%,.,.,.,.,-0.4%,1.0%,.,-2.6%
O=C(NC1CCCC1)C1CCCN1C(=O)Nc1ccccc1 (centres undefined),1.1,4.2%,0.59,1078,-0.8%,4.3%,0.3%,1.2%,-3.0%,-7.0%
O=c1c2nnn(-c3ccc(Br)cc3)c2ncn1Cc1ccccn1,1.2,6.2%,-0.11,1243,-7.6%,-4.5%,-0.5%,0.5%,.,-0.6%
